Hsp70 inhibitors = small molecules displacing fluorescent ligand from Hsp70 – biochemical, fluorescence polarization, primary screen (AID 583). Hsp70 fluorescence polarization probe displacement, mP; higher % means a stronger effect. displacement, % at 20 µM, or IC50 in µM where a hit was titrated. 0.06% of 140,000 active; in the data active = displacement above about 50%;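 note: plate controls were vehicle for no effect and reference ligand for full effect; a part of the inactive calls stands beside numbers as strong as those of hits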
Rat MKP-3 inhibitors = MKP-3 phosphatase inhibitors, primary screen, biochemical, rat enzyme, in vitro (AID 425) | 0.17% of 110,000 active | recombinant MKP-3 phosphatase activity, fluorescence; higher % means a stronger effect | one-dose inhibition, % at 20 µM; IC50 in µM for titrated hits; in the data active = inhibition above about 50%;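 note: plate controls were vehicle for no effect and reference inhibitor for full effect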
The depositor's hits bear a star; · = no result given; & = joins results of further samples.

Compound	Hsp70 inhibitors	Rat MKP-3 inhibitors
CCN1C(=O)CC(N2CCC(Nc3ccc(OC)cc3)CC2)C1=O (stereo not drawn)	3.3%	8%
COCCNC(=O)CSc1nc2ccccc2c(=O)n1CC1CCCO1 (stereo not drawn)	3.3%	-3%
O=C(COC(=O)C1(c2ccc(F)cc2)CCCC1)N1CCN(C(=O)c2ccco2)CC1	-2.0%	4%
Cc1ccc(NC(=O)C(C)(C)C)cc1[N+](=O)[O-]	4.4%	2%
O=c1[nH][nH]c(=O)c2cc(N3CCCC3)ccc12	-1.1%&1.5%	-15%&-2%
O=C(NCc1ccccc1)c1ccc(-c2ccc(F)cc2)o1	0.1%	·
O=C(NCc1ccco1)C(c1ccccc1F)N(Cc1cccnc1)C(=O)Cn1nnc2ccccc21 (stereo not drawn)	3.6%	2%
Cc1ccc(C2CC(=O)Nc3cc4c(cc32)OCCO4)s1 (stereo not drawn)	13%	-2%
CCOC(=O)C(NCc1ccccn1)(NC(=O)c1cccnc1)C(F)(F)F (stereo not drawn)	0.8%	-3%
O=C(CSc1n[nH]c(-c2ccccc2O)n1)N1CCCc2ccccc21	4.3%	-10%
CCOc1ccc(C(=O)Nc2cc(C(F)(F)F)ccc2Cl)cc1Br	0.3%	2%
Cc1nnc(NC(=O)c2ccc3c(c2)C(=O)N(CCC(C)C)C3=O)s1	1.1%	·
COc1ccc2nc3oc(C(=O)N4CCN(c5ccccc5F)CC4)cc3cc2c1	2.7%	4%
CCCCOc1ncnc2c1[nH]c1ccc(F)cc12	4.2%	-11%
CCN(CC)CCCNC(=O)c1cccc(OC)c1	-0.4%	0%
Cc1c(C(=O)O)c(=S)sn1CCOc1ccccc1	-0.4%	-9%
CCOC(=O)c1ccc(NC(=O)Cn2cccc2)cc1	8.2%	-2%
c1cncc(-c2nc(N3CCCCCC3)c3ccccc3n2)c1	0.3%	-3%
COc1ccc(C2NC(=S)NC(C)=C2C(=O)Nc2ccc(Cl)cc2)cc1OC (stereo not drawn)	2.1%	1%
COc1ccc(Cl)cc1NC(=O)CN(Cc1ccccc1)S(=O)(=O)c1ccccc1	-0.9%	1%
O=C1Nc2c(c3ccccc3oc2=O)Nc2ccccc21	-5.1%	6%
CCOC(=O)C1=C(C)N=c2s/c(=C\c3ccc(OCC(=O)O)cc3)c(=O)n2C1c1ccccc1 (stereo not drawn)	0.0%	2%
Cc1cc(C)n(-c2cc(Oc3ccccc3)nc(-c3ccccc3)n2)n1	-0.6%	-2%
O=C(NC1CCCCC1)N1CCN(C2CCCCC2)CC1	1.7%	-15%
CC1CN(C(=O)c2ccccc2C(=O)c2ncc[nH]2)CC(C)O1 (stereo not drawn)	5.3%&6.2%	-7%&1%
Nc1nc2n(n1)C(c1ccco1)CC(c1ccc(Cl)cc1)N2 (stereo not drawn)	-1.8%	-7%
Cc1cc(SCC(=O)c2ccccc2)nc(SCC(=O)c2ccccc2)n1	-1.2%	·
COC(=O)[C@H](C)NC(=O)NC1CCCc2ccccc21 (stereo partly drawn)	0.2%	0%
O=C1c2ccccc2C(=O)N1OCc1ccccc1	-0.5%	-8%
Clc1cccc(-c2cc3nc4c(c(N5CCNCC5)n3n2)CCCC4)c1	-6.0%	·
COc1cc(C2c3sc(=O)[nH]c3SC3C4CCC(C4)C23)ccc1O (stereo not drawn)	-1.6%	-6%
O=C(Nc1cccc(F)c1)c1ccccc1	11%	·
O=C1CCCC2=C1C1(CCCCC1)N=C(Nc1nc3ccccc3s1)N2	3.3%	-1%
CSc1nnc(-c2sc3cc(C(F)(F)F)cnc3c2-c2ccccc2)n1C	6.6%	·
O=C(Nc1ccc(S(=O)(=O)Nc2ncccn2)cc1)C1COc2ccccc2O1 (stereo not drawn)	2.1%	4%
CC1Cc2ccccc2N1C(=O)CN1CCc2ccccc2C1 (stereo not drawn)	-1.6%	8%

Gathered by group, the entries above containing a CF3 group
Compound	Hsp70 inhibitors	Rat MKP-3 inhibitors
CCOC(=O)C(NCc1ccccn1)(NC(=O)c1cccnc1)C(F)(F)F (stereo not drawn)	0.8%	-3%
CCOc1ccc(C(=O)Nc2cc(C(F)(F)F)ccc2Cl)cc1Br	0.3%	2%
CSc1nnc(-c2sc3cc(C(F)(F)F)cnc3c2-c2ccccc2)n1C	6.6%	·

Among those listed so far, these contain an aryl methoxy group:
Compound	Hsp70 inhibitors	Rat MKP-3 inhibitors
CCN1C(=O)CC(N2CCC(Nc3ccc(OC)cc3)CC2)C1=O (stereo not drawn)	3.3%	8%
COc1ccc2nc3oc(C(=O)N4CCN(c5ccccc5F)CC4)cc3cc2c1	2.7%	4%
CCN(CC)CCCNC(=O)c1cccc(OC)c1	-0.4%	0%
COc1ccc(C2NC(=S)NC(C)=C2C(=O)Nc2ccc(Cl)cc2)cc1OC (stereo not drawn)	2.1%	1%
COc1ccc(Cl)cc1NC(=O)CN(Cc1ccccc1)S(=O)(=O)c1ccccc1	-0.9%	1%
COc1cc(C2c3sc(=O)[nH]c3SC3C4CCC(C4)C23)ccc1O (stereo not drawn)	-1.6%	-6%

Next part.
Compound	Hsp70 inhibitors	Rat MKP-3 inhibitors
Cc1ccc(S(=O)(=O)N2CCN(C(=O)CCC(=O)OCC(=O)Nc3cccc(C#N)c3)CC2)cc1	-2.4%	-9%
N/C(=N\OC(=O)c1ccc(F)cc1)c1ccc(Cl)cc1	1.4%	0%
C/C(=N/NC(=O)Cc1cccn1C)c1ccccc1	0.6%	·
CCCCN(CC)CCCNC(=O)c1cc2c(=O)n(C)c3ccccc3c2n1C	0.9%	-8%
CSc1nnc2n(-c3ccccc3)c(=O)c3c4c(sc3n12)CCCCC4	-3.8%	1%
CCOC(=O)C(C(=O)OCC)C1N=C(N)N=C2Oc3ccccc3N21 (stereo not drawn)	7.2%	12%
CCOc1ccccc1C(=O)NC(C(=O)Nc1ccccc1N1CCOCC1)C(C)C (stereo not drawn)	1.3%	4%
CCC1(C)Cc2c(sc3nc(SCc4ccccc4)[nH]c(=O)c23)CO1 (stereo not drawn)	3.3%	0%
O=c1c(C/C=C/c2ccccc2)c(O)nc2n1CCCS2	-4.8%	-4%
O=C(Nc1ccccc1C(=O)O)c1ccc2c(c1)C(=O)N(c1ccc(Br)cc1)C2=O	-4.6%	3%
COCCN(CC(=O)Nc1ccc(F)cc1)S(=O)(=O)c1ccc(S(=O)(=O)N2CCCC2)cc1	-0.6%	-3%
COc1ccc(N(CC(=O)Nc2ccc(C)cn2)S(=O)(=O)c2c(C)noc2C)cc1	-0.3%	4%
COc1cc(/C=C2\N=C(c3cccc(Br)c3)OC2=O)cc(OC)c1OC	-8.2%	2%
CC1=C(C(=O)Nc2cccc(C)c2)C(c2cc(Br)ccc2O)NC(=O)N1 (stereo not drawn)	-4.2%	0%
COc1ccc(CCC(=O)N2c3ccccc3CC2C)cc1 (stereo not drawn)	2.4%	-5%
CC(=O)[C@@]1(O)CC[C@H]2[C@@H]3CCC4=CC(=O)CC[C@]4(C)[C@H]3[C@@H](O)C[C@@]21C	-3.0%	-2%
O=C(CCC(=O)N1CCN(C2CCCC2)CC1)Nc1nnc(C(F)(F)F)s1	9.4%	0%
c1coc(-c2nnc3sc(C4CCCCC4)nn23)c1	-4.5%	4%
CC(=O)N/N=C/c1cc(C)n(-c2cc(Cl)cc(Cl)c2)c1C	-1.1%	2%
O=C(c1ccccc1)N1CCCC(C(=O)N2CCc3ccccc3C2)C1 (stereo not drawn)	2.4%	·
CCN(CC(=O)NC(c1ccccc1)c1ccccc1)Cc1nc2ccccc2c(=O)[nH]1	0.6%	·
Cc1cc2oc(C(=O)NC3CCS(=O)(=O)C3)c(C)c2cc1C (stereo not drawn)	-1.4%	-1%
O=C1NC(=O)C(=Cc2cc(Br)ccc2OCc2cccc3ccccc23)C(=O)N1	1.9%	10%
O=C(c1cnccn1)N(Cc1ccco1)C1(C(=O)NC2CCCCC2)CCCCC1	-7.1%	·
O=C(NCc1ccc(F)cc1)c1cc(-c2ccco2)on1	-0.6%	-9%
C#Cc1cccc(NC(=O)c2cccc(OC)c2)c1	-3.7%	-1%
Cc1nn(Cc2ccccc2Cl)c(C)c1NC(=O)C1C2CCC(O2)C1C(=O)O (stereo not drawn)	4.7%	-6%
OCCN1CCN(CCCN2c3ccccc3Sc3ccc(C(F)(F)F)cc32)CC1	-7.9%	18%
COc1ccc(NC(=O)c2cc3ccccc3oc2=O)c(OC)c1	2.4%	0%
COc1ccc(CN2CCN(Cc3cc(Br)ccc3OC)CC2)c(OC)c1	-1.1%	0%
Cc1cnnc2ccc3c(no[n+]3[O-])c12	3.1%	·
Fc1cccc(-c2nn[nH]n2)c1	-1.6%	·
CCc1cc2cccc(C)c2nc1SCC(=O)N1CCN(C(=O)c2ccco2)CC1	5.4%	3%
O=S(=O)(N1CCCCC1)n1nnc2ccccc21	-1.7%	-6%
COc1cccc(C(C#N)N2N=C(C)CC2(C)C)c1O (stereo not drawn)	-1.3%	·
O=C1c2cccnc2C(=O)N1Cc1ccc(F)cc1	2.3%	3%
COc1cc(OC)c(NC(=O)c2ccc(Br)o2)cc1Cl	-7.9%	-8%
O=C(/C=C/c1ccccc1)c1ccccc1	0.6%	14%
Cc1nnc2n1NC(c1ccc(Cl)cc1)C(C(=O)N1CCC(C)CC1)S2 (stereo not drawn)	-3.3%	-7%
O=C(NCc1nc2ccccc2[nH]1)c1cccs1	0.9%	-2%
CC(=O)OCC(OC(C)=O)C(OC(C)=O)C(OC(C)=O)C(=O)Nc1ccc(C)cc1C (stereo not drawn)	-1.1%	-4%
Clc1ccc(CN2C3=NCCN3c3ccccc32)cc1	0.6%	-2%
Cc1cc(O)ccc1Nc1nc2ccccc2nc1Nc1ccc(O)cc1C	6.0%&0.7%	-5%&6%
O=[N+]([O-])c1ccc(N2CCN(S(=O)(=O)c3ccc(Cl)cc3)CC2)c(C(F)(F)F)c1	-3.1%	3%
O=C(O)c1ccccc1C(=O)c1ccc(Cl)c(N2C(=O)c3ccccc3C2=O)c1	-2.3%	4%
CCCCCn1c(=N)n(CC(O)COc2ccccc2OC)c2ccccc21 (stereo not drawn)	-0.4%	0%
O=C(Nc1ccc2oc(-c3cccnc3)nc2c1)c1cc(I)ccc1Cl	-9.7%	2%
Cc1ccc(NC(=O)c2ccco2)c([N+](=O)[O-])c1	-3.1%	0%
Cc1ccc(S(=O)(=O)/C(C#N)=C/c2c(N3CCN(C)CC3)nc3c(C)cccn3c2=O)cc1	11%	-5%
Cc1ccc(C(C(=O)NCc2ccco2)N(C(=O)Cn2nnc3ccccc32)c2ccccc2)o1 (stereo not drawn)	10%	-4%
CCCCCCn1c(=O)c(-c2nc3ccccc3c(=O)[nH]2)c(O)c2ccccc21	-0.7%	-14%
CN(C)Cn1c(O)c(N=NC(=O)c2ccncc2)c2cc(Br)ccc21	2.5%	6%
C(=NNc1cc(N2CCOCC2)nc(N2CCOCC2)n1)c1cccs1	1.5%	2%
Cc1cccc(C)c1NC(=O)CSc1nc2ccccc2[nH]1	0.0%	-3%
CCN1C(=O)/C(=C2\SC(=S)N(c3ccccc3)C2=O)c2ccccc21	1.9%	2%
CC(=O)c1c(C)[nH]c(C(=O)OC2CCCCC2=O)c1C (stereo not drawn)	-4.0%	1%
CC(NC(=O)c1nn(C)c(=O)c2ccccc12)c1ccccc1 (stereo not drawn)	21%	-13%
CC1(C)CC(=O)C2=C(C1)NC(Nc1nc3ccccc3o1)=NC21CCCCC1	3.4%	6%
COCCCNS(=O)(=O)c1ccccc1	3.9%	-2%
COc1ccc(-c2nnc(SC(C)C(=O)Nc3cccc(Cl)c3)o2)cc1 (stereo not drawn)	3.5%	-5%

Continuation.
Compound	Hsp70 inhibitors	Rat MKP-3 inhibitors
O=C(O)CSc1ncnc2c1oc1ccccc12	9.5%&5.2%	-2%
COc1cc(C)c(S(=O)(=O)N2CCOCC2)cc1C(C)C	4.8%	-7%
Cc1cc2c(cc1C)N(CC(=O)N1CCCC1)C(=O)CC(c1ccccc1)=N2	2.1%	2%
O=C(CN1CCC(O)(c2ccc(F)cc2)CC1)NCc1ccc(F)cc1	-1.9%	5%
Cc1cc(C)n(CCc2nc3c4ccccc4n(CC#N)c(=O)n3n2)n1	6.9%	·
Cc1ccc(N(CC(=O)Nc2c(C)n(C)n(-c3ccccc3)c2=O)S(C)(=O)=O)cc1	2.0%	0%
COc1cc(NS(=O)(=O)c2ccc(Cl)cc2)c(C(=O)O)cc1OC	-0.3%	·
O=C1C2CC=C(Cl)CC2C(=O)N1CN(Cc1ccco1)CN1C(=O)C2CC=C(Cl)CC2C1=O (stereo not drawn)	12%&-0.7%	1%&3%
Cc1cc(SCc2cc(=O)[nH]c3ccccc23)nc2ccccc12	-0.9%	·
CCOc1cc(/C=C2\SC(=S)N(c3ccc(F)cc3)C2=O)ccc1O	-2.8%	2%
CC(C)CC(NC(=O)OC(C)(C)C)C(=O)NC(C(=O)N1CCCC1C(N)=O)C(C)C (stereo not drawn)	-5.0%	-11%

Screening results from PubChem BioAssay.

Not all compounds are listed, so the mix of outcomes need not match the whole.
